Compound activity (PubChem BioAssay)
HCMV antiviral: qHTS Assay for inhibitors of the human cytomegalovirus (HCMV); HFF cells, HCMV-luciferase reporter, 72 h; stronger effect = lower value; activity change, negative = inhibition, % at 57.5 µM; 410,000 compounds, 4.5% hits; AID 1259415, 2018; in the data active means activity change below about -60%; inconclusive means no clear call, values can overlap the other calls; inactive means above about -39%
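Two-dose cell screen: HFF monolayers treated with compounds and infected with luciferase-expressing HCMV at 1 PFU/cell, 72 h at 37C, then lysed for luciferase measurement.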
Giardia FBPA inh: qHTS Assay for Inhibitors of Fructose-1,6-bisphosphate Aldolase from Giardia Lamblia. A8B2U2. purified Giardia FBPA. Potency, µM (highest dose often 59.6 µM), for the others: top-dose activity, negative = inhibition, hits mostly inhibitors. 290,000 compounds, 0.71% hits. AID 2451, 2010; further: potency means the concentration at half of the fitted maximal effect; nearly all actives have a fitted effect of over 55% in size
Target sequence (A8B2U2 whole entry, looked up): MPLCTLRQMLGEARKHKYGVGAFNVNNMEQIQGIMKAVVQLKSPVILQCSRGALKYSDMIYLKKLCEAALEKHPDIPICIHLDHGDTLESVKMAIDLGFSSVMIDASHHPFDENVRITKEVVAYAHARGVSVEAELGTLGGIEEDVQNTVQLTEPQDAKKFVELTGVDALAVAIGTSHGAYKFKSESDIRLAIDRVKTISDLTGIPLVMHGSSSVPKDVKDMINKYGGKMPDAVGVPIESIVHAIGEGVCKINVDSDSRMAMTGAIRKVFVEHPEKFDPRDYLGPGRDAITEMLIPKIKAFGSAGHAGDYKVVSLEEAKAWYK
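40 nM FBPA preincubated 10 min at RT with compound (up to 57.5 uM final), then substrate plus GAPDH/TPI/NAD/arsenate coupling and diaphorase/resazurin added. Fluorescence read after 20 min at RT, 525/598 nm.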
AmpC no deterg: qHTS Inhibitors of AmpC Beta-Lactamase (assay without detergent) | P00811 | AmpC nitrocefin hydrolysis, absorbance 480 nm, 0.0001% Triton | Potency, µM (top dose mostly 57.1 µM), for inactives: at the top dose activity change, negative = inhibition, actives largely listed as inhibitors | 330,000 compounds, 0.52% hits | AID 485341, 2010;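 further: potency means the concentration at half of the fitted maximal effect; plate controls were no compound for no effect and no enzyme for full effect; nearly all actives have a fitted effect of over 20% in size; some results filed as inactive show a strong effect at the top dose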
Target sequence (P00811 whole entry, looked up): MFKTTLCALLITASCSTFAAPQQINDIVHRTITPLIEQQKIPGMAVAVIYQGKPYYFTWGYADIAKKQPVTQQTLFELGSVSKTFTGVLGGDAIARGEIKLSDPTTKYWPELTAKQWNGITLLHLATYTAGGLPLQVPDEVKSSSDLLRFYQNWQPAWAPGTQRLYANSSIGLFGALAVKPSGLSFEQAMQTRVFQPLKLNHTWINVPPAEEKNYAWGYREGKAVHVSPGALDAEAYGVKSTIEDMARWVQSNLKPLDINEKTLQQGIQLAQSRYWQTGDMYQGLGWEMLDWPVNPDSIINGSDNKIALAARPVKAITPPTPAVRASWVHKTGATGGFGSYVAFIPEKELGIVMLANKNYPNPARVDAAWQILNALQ
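20 mM phosphate pH 7.0 + 0.01% (detergent screen) or 0.0001% Triton X-100; 5.3 nM AmpC reagent; cpd preinc 15 min RT; nitrocefin (800 uM stock) to start; A480 q20 s × 4 min; Activity was normalised to no-enzyme and no-compound control wells.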
Sm TGR inh: qHTS Assay for the Inhibitors of Schistosoma Mansoni Peroxiredoxins | Schistosoma mansoni thioredoxin glutathione reductase (TGR), Q962Y6 | purified TGR, DTNB reduction, TNB absorbance 405 nm | Potency, µM (top dose mostly 114 µM), for the others: at the highest dose activity change, negative = inhibition, usual class: inhibitors | 360,000 compounds, 3% hits | AID 485364, 2010; further: potency means the concentration at half of the fitted maximal effect; nearly all actives have a fitted effect of over 60% in size
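Kinetic colorimetric format: TGR-catalysed, NADPH-driven DTNB reduction monitored via TNB absorbance. Enzyme dispensed at 20 nM; compound exposure 15 min at room temperature before reaction start.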
HCV inhibitor: qHTS Assay for Inhibitors of Hepatitis C Virus (HCV). Huh7.5.1 HCVcc-Cre infection, luciferase reporter, 44 h. Potency, µM (series often up to 41.8 µM), for the others: at the top dose activity change, negative = inhibition, hits mostly inhibitors. 340,000 compounds, 3.4% hits. AID 651820, 2012; further: potency means the concentration at half of the fitted maximal effect
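Antiviral activity was scored by luciferase reporter output from cells infected with HCVcc-Cre (~0.5 moi) in presence of compound, 44 h infection period, cells seeded 1,000/well 4 h prior.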
AmpC inh detg: qHTS Inhibitors of AmpC Beta-Lactamase (assay with detergent) | P00811 | AmpC hydrolysis of nitrocefin, absorbance 480 nm, 0.01% Triton | Potency, µM (titrated, usually from 114 µM), without a hit: at the highest dose activity change, negative = inhibition, actives largely listed as inhibitors | 370,000 compounds, 0.041% hits | AID 485294, 2010;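 further: potency means the concentration at half of the fitted maximal effect; 0% = no-compound wells and -100% = no-enzyme wells; nearly all actives have a fitted effect of over 25% in size; some results filed as inactive show a strong effect at the top dose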
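20 mM phosphate pH 7.0 + 0.01% (detergent screen) or 0.0001% Triton X-100; 5.3 nM AmpC reagent; cpd preinc 15 min RT; nitrocefin (800 uM stock) to start; A480 q20 s × 4 min; Activity was normalised to no-enzyme and no-compound control wells.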
* = called active by the depositor; u = inconclusive; x = no result given; & = joins results of further samples; [ ] = another dose, or the depositor's remark. Unless noted, the call rests on the fitted dose curve; in most records, active means well fitted curve in the direction sought with a large enough effect; inconclusive means small, poorly fitted or top-dose-only effect, or another doubt; inactive means no such curve, though single readings can be large; an effect the other way counts as inactive or inconclusive. Unless noted, on the % scale 0 is the no-effect control and ±100 the full control effect.

entry	Compound	HCMV antiviral	Giardia FBPA inh	AmpC no deterg	Sm TGR inh	HCV inhibitor	AmpC inh detg
1	Cc1ccc(S(=O)(=O)Nc2ccccc2-c2nc3ccccc3[nH]c2=O)cc1	-10	x	-35%	-7%	-21%	0%
2	CCCCn1c(N)c(N(CCOC)C(=O)c2ccc(-c3ccc(Cl)cc3)o2)c(=O)[nH]c1=O	-8	x	100%[activator]	45µM*	22%	-3%
3	COc1ccc(C(=O)N2CCN(c3ccc(C)cc3C)CC2)cc1OC	-24	0%	101%[activator]	-29%	0%	u
4	CCOC(=O)C(C)Oc1c(Br)cc(C2NC(=O)NC(C)=C2C(C)=O)cc1OCC (configuration not stated)	8	0%	8%	11%	4%	0%
5	CCOC(=O)N1CCC(NC(=O)c2cccn3c(=O)c4cc(Br)ccc4nc23)CC1	24	-5%	0%	0%	1%	-13%
6	COc1ccccc1OCCC(=O)Nc1nc(C)cs1	u	1%	-16%	-7%	-1%	0%
7	Cc1nc2ccccn2c1C(=O)Nc1ccc2c(c1)OCCO2	13	-8%	-21%	-33%	15%	u
8	CCOC(=O)C1CCN(C(=O)c2sc3nc(-c4ccccc4)cn3c2C)CC1	12	0%	96%[activator]	6%	2%	2%
9	O=C(CSc1nc2[nH]ncc2c(=O)n1-c1ccc(Cl)c(Cl)c1)NCc1ccccc1Cl	u	-5%	29%	15%	u	1%
10	Cc1ccc(NC(=O)c2c(C)oc3ncnc(N4CCCCC4)c23)cc1Cl	-10	x	x	7%	x	18%
11	Cc1ccc(NC(=O)CSCC(=O)Nc2ccccc2C(=O)NC2CC2)cc1	-19	x	-9%	0%	-9%	-12%
12	N#Cc1ccsc1NC(=O)CN1CCN(c2ccccn2)CC1	1	-8%	-25%	-22%	-21%	u
13	COc1ccc(/C=C/c2noc(-c3ccccc3OC(C)=O)n2)cc1	-3	4%	-16%	-6%	10%	0%
14	CC(C)[C@@H]1N[C@]2(C(=O)Nc3ccccc32)[C@@H]2C(=O)N(c3cccc(C(F)(F)F)c3)C(=O)[C@@H]21	20	2%	-8%	-23%	11%	u
15	CS(=O)(=O)c1ccc2nc(NC(=O)CCNC(=O)c3ccc(Cl)cc3)sc2c1	-22	x	-18%	-3%	-23%	-14%
16	COC(=O)NNC(=O)CCCOc1ccc(Cl)cc1Cl	-11	5%	-18%	7%	6%	-11%
17	Cc1cc(N2CCCCC2)nc(N)n1	-36	3%	-16%	-3%	u	-11%
18	COc1ccc(OC)c(NC(=O)CC2SC(=Nc3ccccc3)N(CCc3ccccn3)C2=O)c1 (configuration not stated)	u	-12%	142%[activator]	-10%	-15%	u
19	Cc1ccc(C(=O)N2NC(c3ccccc3F)C3C(=O)N(c4cccc(C)c4)C(=O)C32)cc1 (configuration not stated)	15	-1%	0%	-7%	24%	-21%
20	COc1cccc(CNC(=O)CCCn2c(=O)c3cccn3c3cccnc32)c1OC	-11	x	x	8%	x	7%
21	C/C=C\C=C/C(=O)Nc1cccc(C2=NOC3(C2)C[C@@H](C(N)=O)N(C(=O)/C=C/CC)C3)c1 (some centres not stated)	x	-19%	82%[activator]	1.8µM*	4%	2%
22	O=C(Nc1ccccc1C(=O)NCc1cccnc1)c1cccc([N+](=O)[O-])c1	4	1%	-26%	0%	-25%	0%
23	O=S(=O)(c1ccccc1)N(C1=NCCS1)S(=O)(=O)c1ccccc1	-26	-9%	-48%	18%	u	-3%
24	CCOC(=O)c1nnn(-c2nonc2N)c1-c1ccccc1Cl	52	-18%	-8%	-1%	-12%	-4%
25	Cc1ccc(-c2nc3c4ccccc4n(CC(=O)N4CCN(c5ccc(F)cc5)CC4)c(=O)n3n2)cc1	23	x	x	4%	x	-1%

Additional structures
entry	Compound	HCMV antiviral	Giardia FBPA inh	AmpC no deterg	Sm TGR inh	HCV inhibitor	AmpC inh detg
26	Cc1cccc(-c2nc3c4ccccc4n(CC(=O)Nc4cc(F)ccc4F)c(=O)n3n2)c1	-25	x	x	8%	x	-3%
27	CCOC(=O)c1cc(-c2csc(Nc3ccccc3Cl)n2)on1	14	2%	-38%	15%	29%	-5%
28	COc1cc(/C=c2/sc3nc(-c4ccccc4)c(-c4ccccc4)n3c2=O)cc(OC)c1OC	-22	-1%	-29%	-7%	19%	u
29	CC(C)C(c1nnnn1C1CCCC1)N1CCc2ccccc21 (configuration not stated)	-31	4%	2%	-21%	-6%	-6%
30	Cc1ccc(NC(=O)C(C)SCC(=O)Nc2ccc(F)cc2)cc1S(=O)(=O)N1CCOCC1 (configuration not stated)	-28	x	-9%	5%	1%	-1%
31	COc1ccc(CNC(=S)Nc2ccc(S(N)(=O)=O)cc2)cc1	-15	-8%	-32%	-35%	11%	u
32	CC(=O)N1CCc2cc(S(=O)(=O)NCCC(=O)NC3CCN(Cc4ccccc4)CC3)ccc21	-7	4%	-6%	3%	-5%	4%
33	CC(C)CCN1CCN(Cc2cccc3cccnc23)CC1CCO (configuration not stated)	30	-3%	-6%	-2%	-23%	-2%
34	O=C(O)CCCNCc1ccccc1F	26	-5%	-7%	-8%	38%[activator]	u
35	CC(=O)c1cccc(NC(=O)c2ccccc2-c2ccccc2C(=O)O)c1	24	u	-9%	-19%	8%	-2%
36	CCOc1ccc(C(C)=O)cc1N1C(=O)C2C(C1=O)C1C=CC2C12CC2 (configuration not stated)	40	0%	11%	u	-13%	3%
37	CCCNC(=O)CCn1cc(-c2ccc(OC)cc2)nc1CCN	1	x	61%[activator]	-2%	20%	-10%
38	COc1ccc(C2OC(=O)CC2C(=O)N2CCN(c3cc(Cl)ccc3C)CC2)cc1OC (configuration not stated)	2	-4%	77%[activator]	-22%	23%	u
39	CCc1ccc(-c2cc(C)no2)cc1S(=O)(=O)NCCN1CCC(C)CC1	0	-6%	17%	3%	u	4%
40	COc1ccc(N2CCN(C(CNC(=O)c3cccs3)c3ccco3)CC2)cc1 (configuration not stated)	3	x	-20%	0%	-20%	0%
41	C=CCSC1=C(C#N)C(c2ccccc2Cl)C(C(=O)c2cccs2)C(O)(C(F)(F)F)N1 (configuration not stated)	-70*	u	-10%	-29%	u	3%
42	O=C(NCC(=O)N(c1cccnc1)C(C(=O)NC1CCCCC1)c1ccccc1F)c1ccco1 (configuration not stated)	95	-4%	0%	6%	25%	0%
43	CCN(CC)S(=O)(=O)c1ccc(N2CCOCC2)c(NC(=O)c2ccc3c(c2)OCCO3)c1	-3	x	55%	-2%	u	u
44	CCOC(=O)COc1cc(O)c2c(=O)cc(-c3ccccc3)oc2c1	0	0%	-6%	7%	u	5%
45	Cc1ccc(C(=O)NCc2ccc3c(c2)OCO3)c(C)c1	59	14%	-14%	1%	-9%	-11%
46	Cc1nnc2ccc(Oc3ccc(-c4ccccc4)cc3)nn12	-30	-1%	105%[activator]	24%	u	-1%
47	COc1cc(C2c3c(oc4ccc(Cl)cc4c3=O)C(=O)N2Cc2ccco2)cc(OC)c1OC (configuration not stated)	x	7%	0%	-20%	x	-15%
48	O=C(Nc1cccc(NC(=O)c2ccccc2F)c1)c1ccccc1	54&18	7%	-36%	3%&2%	-13%	-12%&9%
49	CC(C)Cc1nnc(NC(=O)CCC(=O)N2CCN(Cc3ccc(Cl)cc3)CC2)s1	-26	4%	189%[activator]	-18%	u	u
50	Cc1ccc(-c2noc(CN(C3CCCCC3)S(=O)(=O)c3ccc(F)cc3)n2)cc1	u	x	x	8%	x	18%

Grouped by structure: the entries above with a thiophene ring, fused or not (three)
entry	Compound	HCMV antiviral	Giardia FBPA inh	AmpC no deterg	Sm TGR inh	HCV inhibitor	AmpC inh detg
12	N#Cc1ccsc1NC(=O)CN1CCN(c2ccccn2)CC1	1	-8%	-25%	-22%	-21%	u
40	COc1ccc(N2CCN(C(CNC(=O)c3cccs3)c3ccco3)CC2)cc1 (configuration not stated)	3	x	-20%	0%	-20%	0%
41	C=CCSC1=C(C#N)C(c2ccccc2Cl)C(C(=O)c2cccs2)C(O)(C(F)(F)F)N1 (configuration not stated)	-70*	u	-10%	-29%	u	3%

The listing picks up; the 2 compounds before the break are reprinted first.
entry	Compound	HCMV antiviral	Giardia FBPA inh	AmpC no deterg	Sm TGR inh	HCV inhibitor	AmpC inh detg
49	CC(C)Cc1nnc(NC(=O)CCC(=O)N2CCN(Cc3ccc(Cl)cc3)CC2)s1	-26	4%	189%[activator]	-18%	u	u
50	Cc1ccc(-c2noc(CN(C3CCCCC3)S(=O)(=O)c3ccc(F)cc3)n2)cc1	u	x	x	8%	x	18%
51	CCOc1c(N2CCCCC2)c(=O)c1=O	34	10%	-3%	7%	10%	-17%
52	O=C(NCC1CCCO1)c1nn2c(c1Cl)NC(c1ccc(F)cc1)CC2C(F)(F)F (configuration not stated)	-7	x	96%	-2%	8%	-3%
53	O=c1cc(O)c2ccccc2n1Cc1ccccc1F	-30	-5%	-34%	9%	3%	-7%
54	CCCN1C(=O)C(Cc2nc3ccccc3c(=O)n2CC)c2cc(Br)ccc21 (configuration not stated)	-73*	x	x	7%	x	21%
55	COc1ccc(-c2noc(CCC(=O)NCCc3cccc(C)c3)n2)cc1	8	-2%	26%	2%	8.9µM*	6%
56	Cc1cc(OCC(O)CN2CCN(c3cccc(Cl)c3)CC2)ccc1Cl (configuration not stated)	-4	x	x	8%	x	3%

One compound at a time, from the list above. Order of values: HCMV antiviral	Giardia FBPA inh	AmpC no deterg	Sm TGR inh	HCV inhibitor	AmpC inh detg
CCCN1C(=O)C(Cc2nc3ccccc3c(=O)n2CC)c2cc(Br)ccc21 (configuration not stated) as listed: -73*	x	x	7%	x	21%
CCOc1c(N2CCCCC2)c(=O)c1=O as listed: 34	10%	-3%	7%	10%	-17%
Cc1cc(OCC(O)CN2CCN(c3cccc(Cl)c3)CC2)ccc1Cl (configuration not stated) as listed: -4	x	x	8%	x	3%
COc1ccc(-c2noc(CCC(=O)NCCc3cccc(C)c3)n2)cc1 as listed: 8	-2%	26%	2%	8.9µM*	6%
O=C(NCC1CCCO1)c1nn2c(c1Cl)NC(c1ccc(F)cc1)CC2C(F)(F)F (configuration not stated) as listed: -7	x	96%	-2%	8%	-3%

Values in list order from above.
Nos. 24–30 in HCV inhibitor: -12%, x, x, 29%, 19%, -6%, 1%

Hits appear at their usual frequency, and some 9.9% of all compounds hit somewhere here.
